Source: PubChem BioAssay (National Center for Advancing Translational Sciences (NCATS))
DT40 TDP1 CPT: growth inhibition of DT40 Tdp1-/-;hTDP1 cells with camptothecin (screen for TDP1 inhibitors). chicken DT40 Tdp1-/-;hTDP1 cells + 20 nM CPT, ATP luminescence, 48 h. Potency, µM (highest dose often 46.2 µM), without a hit: at the highest dose activity change, negative = growth inhibition, actives largely listed as inhibitors. 12% of 420,000 active. AID 686979; note: nearly all actives have a fitted effect of over 55% in size
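Chicken DT40 Tdp1-/- cells stably complemented with human TDP1 were seeded at 400 cells/well in medium containing 20 nM camptothecin, exposed to pin-transferred compounds, and grown at 37 °C for at least 48 hr. Viability was read as ATP luminescence.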
TDP1 cell noCPT: qHTS for Inhibitors of human tyrosyl-DNA phosphodiesterase 1 (TDP1): qHTS in cells in absence of CPT; DT40 Tdp1-/- hTDP1 cells, no CPT, ATP luminescence, 48 h; Potency, µM (top dose mostly 46.2 µM), without a hit: top-dose activity change, negative = growth inhibition, hits mostly inhibitors; 15% of 420,000 active; AID 686978, 2013; note: nearly all actives have a fitted effect of over 55% in size
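DT40 Tdp1-/-;hTDP1 cells, no CPT (DMSO vehicle only), 400 cells/well; compounds pin-transferred; ≥48 hr, 37 °C; CellTiter-Glo 30 min RT dark, luminescence read.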
KAT2A inh: blocks human GCN5L2 histone acetyltransferase; Q92830; GCN5L2 HAT assay, ThioGlo1 CoA-SH fluorescence; Potency, µM (doses to about 58.9 µM), inactives show at the top dose activity change, negative = inhibition, actives largely listed as inhibitors; 0.21% of 390,000 active; AID 504327
Target sequence (Q92830 whole entry, looked up): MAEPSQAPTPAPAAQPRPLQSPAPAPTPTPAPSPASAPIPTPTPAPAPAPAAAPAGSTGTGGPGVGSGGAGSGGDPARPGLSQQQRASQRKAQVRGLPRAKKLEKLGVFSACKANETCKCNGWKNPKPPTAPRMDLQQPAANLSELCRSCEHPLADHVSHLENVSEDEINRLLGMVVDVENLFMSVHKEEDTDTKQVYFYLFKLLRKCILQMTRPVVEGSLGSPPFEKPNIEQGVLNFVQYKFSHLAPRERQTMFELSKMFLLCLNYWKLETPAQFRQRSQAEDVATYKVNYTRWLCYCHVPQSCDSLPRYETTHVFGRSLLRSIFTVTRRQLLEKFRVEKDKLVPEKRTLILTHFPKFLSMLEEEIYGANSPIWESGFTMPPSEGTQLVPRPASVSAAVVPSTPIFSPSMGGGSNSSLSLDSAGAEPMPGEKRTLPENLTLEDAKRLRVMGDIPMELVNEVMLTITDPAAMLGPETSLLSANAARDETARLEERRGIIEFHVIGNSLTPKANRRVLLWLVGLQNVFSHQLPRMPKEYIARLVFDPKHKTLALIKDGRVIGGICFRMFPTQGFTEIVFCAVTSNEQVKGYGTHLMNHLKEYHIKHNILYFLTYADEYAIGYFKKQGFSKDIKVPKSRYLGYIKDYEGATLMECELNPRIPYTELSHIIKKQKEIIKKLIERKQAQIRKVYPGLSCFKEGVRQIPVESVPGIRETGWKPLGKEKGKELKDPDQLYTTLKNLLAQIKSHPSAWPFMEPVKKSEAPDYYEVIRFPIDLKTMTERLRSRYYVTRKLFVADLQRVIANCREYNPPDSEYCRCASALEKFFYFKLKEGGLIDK
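Fluorescence readout, Ex340nm/Em540nm: ThioGlo1 (50uM final) reacts with free CoA thiol released as 20nM GCN5L2 acetylates H3(1-25) peptide (75uM) using acetyl-CoA (70uM). Compound and enzyme sat 15 min beforehand; 20 min room-temperature reaction.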
The depositor's hits bear a star; ? = inconclusive; . = not tested or not shown; & = joins results of further samples. Calls come from the whole dose curve; as a rule, active = well fitted curve in the direction sought with a large enough effect; inconclusive = small, poorly fitted or top-dose-only effect, or another doubt; inactive = no such curve, though single readings can be large; an effect the other way counts as inactive or inconclusive. % is set by controls: 0 for no effect and ±100 for the full control effect; potency is the fitted concentration of half-maximal effect.

SMILES	DT40 TDP1 CPT	TDP1 cell noCPT	KAT2A inh
CC(C)(C)Cc1nnc(NC(=O)c2ccco2)s1	-10%	-3%	-8%
CN(C(=O)C1CCOC1)c1nnc(-c2ccccn2)s1 (stereo unspecified)	-1%	-16%	-5%
Cc1cccn2c(=O)cc(CSc3nnc(NC(=O)C(C)C)s3)nc12	-4%	-14%	-6%
COc1ccc([C@H]2CC(=O)C=C(c3cc(Cl)ccc3C)C2)cc1	?	?	-1%
C[C@H](NC(=O)c1nc[nH]c1C(=O)NCc1ccc(CNC(=O)OC(C)(C)C)cc1)C(=O)OCc1ccccc1	21µM*	16µM*	-13%
S=C(NCCCN(Cc1ccc(Cl)cc1)c1ccc(Br)cn1)NCc1ccc2nc[nH]c2c1	?	?	.
Cc1cccc(C(=O)Nc2ccc(N3CCC(N4CCCCC4)CC3)c(C(=O)O)c2)c1	0%	-2%	1%
N/C(=N\OC(=O)/C=C/c1ccccc1Cl)c1cccnc1	-6%	-10%	-14%
Cc1nn(-c2ccccc2)c(N)c1N=Nc1ccc(Cl)cc1	?	?	-9%
CN=C1SC(CC(=O)Nc2ccccc2F)C(=O)N1/N=C/c1ccc(O)c(OC)c1 (stereo unspecified)	23µM*	13µM*	29%
COCCCNC(=O)c1ccc2c(c1)N(Cc1ccccc1)C(=O)c1ccccc1S2	4%	1%	-3%
CCCCNC(=O)CC1N=C2c3ccccc3N=C(SCC(=O)NCc3ccccc3Cl)N2C1=O (stereo unspecified)	?	-28%	-3%
FC(F)(F)c1ccccc1CN1CCC(Cc2ccccc2)CC1	0%	?	-1%
CCCN1CCN(c2nc3c([nH]2)c(=N)ncn3CC(O)CO)CC1 (stereo unspecified)	-1%	4%	-9%
C#CCSc1nc(N)c2c(n1)OC(N)=C(C#N)C2c1cccnc1 (stereo unspecified)	-19%	-5%	-3%
Cc1ccc(NC(=O)c2ccc3c(O)c(S(=O)(=O)c4ccc(Cl)cc4)c(=O)[nH]c3c2)cc1	0%	0%	-23%
C=Cn1c(N2CCOCC2)nc2c1c(=O)[nH]c(=O)n2C	-19%	?	-17%
CCOc1ccc(Cl)cc1S(=O)(=O)N1CCN(c2ccc(C)c(C)c2)CC1	?	?	-14%
O=C(O)CCCN1C(=O)c2ccc(C(=O)c3cccc([N+](=O)[O-])c3)cc2C1=O	21%	-14%	-11%
Cc1ccc(NC(=O)CSc2nnnn2C)cc1S(=O)(=O)N1CCCCC1	-11%	-18%	.
Cc1ccc(CN2CCN(Cc3nc4ccccc4nc3C)CC2CCO)cc1 (stereo unspecified)	?	-22%	-4%
COc1ccc(/C=N/NC(=O)c2cccc([N+](=O)[O-])c2)cc1OC(=O)c1ccc(C)cc1	?	?	-7%
CC1=C(C(=O)Nc2ccc(C(=O)NCCCN3CCCCC3C)cc2)SCCO1 (stereo unspecified)	-20%	3%	.
O=[N+]([O-])c1nn(-c2ccc3c(c2)OCCO3)n(O)c1=NC1CCCCC1	21µM*	?	-2%
CCCCCC(=O)Nc1ccc2oc(-c3cncc(Br)c3)nc2c1	-23%	-6%	-5%

(continued)
SMILES	DT40 TDP1 CPT	TDP1 cell noCPT	KAT2A inh
COc1ccc([C@H]2CC(=O)C=C(c3cc(F)ccc3OC)C2)cc1	?	-58%	-2%
O=C(NCc1ccco1)C1Cc2ccccc2CN1C(=O)c1ccco1 (stereo unspecified)	-4%	?	-5%
CC(C)(C)OC(=O)N1Cc2[nH]c3ccccc3c2C[C@@H]1C(=O)O	-3%	7%	-1%
COCC1CCN(C(=O)CCc2nnc(C3(c4ccc(Cl)cc4)CCC3)o2)CC1	?	?	0%
CCc1ccc2[nH]c(=O)c(CN(CCN(C)C)C(=S)NCc3ccco3)cc2c1	?	?	-14%
COc1ccc(C2CC(=O)c3sc(N)nc3C2)cc1 (stereo unspecified)	-19%	-8%	1%
COc1ccc(C)cc1NC(=O)CN(c1ccccc1)S(=O)(=O)N(C)C	-21%	-27%	-13%
O=C(N1CCCC1)N1CCN(S(=O)(=O)c2ccccc2)CC1	-3%	0%	0%
COC(=O)c1c(NC(=O)COC(=O)CCNS(=O)(=O)c2ccc(NC(C)=O)cc2)sc(C)c1C	-3%	-1%	-2%
COc1cccc(CNc2nc3cc(-c4ccc(F)cc4)sc3c(=O)n2C)c1OC	26µM*	16µM*	.
COCCOC(=O)C1=C(C)NC(C)=C(C(=O)OC/C=C/c2ccccc2)C1c1cccc([N+](=O)[O-])c1 (stereo unspecified)	?	?	-18%&-19%&-18%
COCCNC(=O)C(c1ccc(F)cc1)N(CC1CCCO1)C(=O)CCC(=O)Nc1ccccn1 (stereo unspecified)	-20%	1%	-6%
CO[C@H]1CN(C)C(=O)c2cc(NC(=O)c3cc(C)on3)ccc2OC[C@@H](C)N(C(=O)C2CC2)C[C@H]1C	1%	-7%	.
O=S(=O)(c1ccc(Cl)cc1)N1CCC(O)(c2cccnc2)CC1	-13%	-11%	-1%
O=C(Nc1cnn(C23CC4CC(CC(C4)C2)C3)c1)c1cc(-c2ccccc2)on1	23µM*	21µM*	-6%
CCC1=NN2C(=N)/C(=C\c3cccn3-c3cccc(Cl)c3)C(=O)N=C2S1	3%	-25%	-10%
O=[N+]([O-])c1ccccc1C1Nc2cccc3cccc(c23)N1	7.3µM*	?	-4%
O=C(COc1ccc2c3c(c(=O)oc2c1)CCC3)NC1CCN(Cc2ccccc2)CC1	2%	0%	-7%
Cn1cc(S(=O)(=O)N2CCN(c3ccccc3F)CC2)c(=O)n(C)c1=O	-2%	-27%	-4%
COc1ccc(NS(=O)(=O)c2cccc(C(=O)N3CCOCC3)c2)cc1	-23%	-35%	.
CCOc1cccc(CNCCCSc2nnnn2C)c1	0%	-8%	-1%
CN(C)c1ccc(C(=O)N2CCN(C(=O)C3CCCO3)CC2)cc1 (stereo unspecified)	-10%	22%	0%
CC1=C(C(=O)Nc2nc3ccccc3s2)C(c2ccco2)C(C#N)=C(SCC(=O)NC2CCCCC2)N1 (stereo unspecified)	13µM*	21µM*	-24%
CCCCC[C@H]1CN(CCCC)C(=O)[C@@H]1CC(=O)NCc1ccc(OC)cc1	?	?	-1%
O=C(NCc1ccncc1)C1CCN(C(=O)c2cccc(Cl)c2)CC1	3%	-8%	0%

Look-ups from the list.
Cn1cc(S(=O)(=O)N2CCN(c3ccccc3F)CC2)c(=O)n(C)c1=O in DT40 TDP1 CPT is entered as -2%
COCCOC(=O)C1=C(C)NC(C)=C(C(=O)OC/C=C/c2ccccc2)C1c1cccc([N+](=O)[O-])c1 (stereo unspecified) in KAT2A inh is entered as -18%&-19%&-18%
O=C(N1CCCC1)N1CCN(S(=O)(=O)c2ccccc2)CC1 in TDP1 cell noCPT is entered as 0%
O=C(COc1ccc2c3c(c(=O)oc2c1)CCC3)NC1CCN(Cc2ccccc2)CC1 in KAT2A inh is entered as -7%
COCCNC(=O)C(c1ccc(F)cc1)N(CC1CCCO1)C(=O)CCC(=O)Nc1ccccn1 (stereo unspecified) in DT40 TDP1 CPT is entered as -20%
COc1ccc(C2CC(=O)c3sc(N)nc3C2)cc1 (stereo unspecified) in DT40 TDP1 CPT is entered as -19%

(next part)
SMILES	DT40 TDP1 CPT	TDP1 cell noCPT	KAT2A inh
CCOC(=O)CSc1nc2c(sc(=S)n2-c2ccccc2OC)c(=O)n1Cc1ccco1	-15%	-1%	-8%
CCOc1nc(CC(C)C)c2c(c1C#N)CC(C)(C)OC2	0%	-19%	1%
Cn1nc(C(=O)N2CCc3ccccc3C2)c2ccccc2c1=O	-12%	-11%	-10%
COc1ccc(NC(=O)CCS(=O)(=O)c2ccc(Cl)cc2)cc1	-2%	9%	-11%
CCOc1ccccc1N(C(=O)c1ccccc1Cl)C1=NC(C)(C)CS1	-27%	?	-4%
CCCCNC(=O)C1CCCN(S(=O)(=O)CCC)C1 (stereo unspecified)	-19%	3%	4%
CC(=O)c1ccc(OC(=O)CN2C(=O)c3ccccc3C2=O)cc1	-4%	-21%	?
COc1ccc(CNC(=O)C2(CC3CC(c4ccccc4)=NO3)CCN(C(=O)C3CCCC3)CC2)cc1 (stereo unspecified)	?	-19%	-1%
CCOC(=O)C1=C(CC)NC2=C(C(=O)CCC2)C1c1ccc(OC)c(OC)c1 (stereo unspecified)	2%	-10%	-26%
CCOc1ccc(NC(=O)Cc2ccc(-n3c(C)nc4cccnc43)cc2)cc1	?	?	-1%
O=C(c1cccc(NS(=O)(=O)c2cccc([N+](=O)[O-])c2)c1)N1CCOCC1	20%	-9%	-9%
Cc1oc(-c2cccc(Cl)c2)nc1CS(=O)(=O)CC(=O)NC1CCCC1	-4%	-4%	-3%
CC1(C(=O)NCc2ccccc2Br)CCN1Cc1ccccc1OC(F)F (stereo unspecified)	?	23µM*	.
COc1cccc(NC(=O)C(CCSC)NC(=O)C2CCC(C)CC2)c1 (stereo unspecified)	1%	-14%	-3%
Cn1cnc(S(=O)(=O)N2CCCC(C(=O)Nc3ccc(F)cc3Cl)C2)c1 (stereo unspecified)	16%	-12%	-9%
COc1ccccc1NC(=O)CN1C(=O)C2(SCC(=O)N2c2ccc(C)c(C)c2)c2ccccc21 (stereo unspecified)	?	?	-11%
Cc1cc(C)cc(C(=O)OCC(=O)NCc2cccs2)c1	?	?	-2%
C=CCn1c(C)cc(C(=O)COC(=O)c2cncc(Br)c2)c1C	18µM*	?	-4%
O=C(Oc1ccc2ccc(=O)oc2c1)c1ccco1	-11%	18%	0%
O=C(O)C1NCCc2ccccc21 (stereo unspecified)	-16%	-9%	-1%
Cc1cccc(NC(=O)CCS(=O)(=O)c2cc(Br)cc3c2N(C(=O)C2CC2)CC3)c1C	-24%	?	-10%
C[C@H](CO)N1C[C@H](C)[C@@H](CN(C)S(=O)(=O)c2ccc(F)cc2)Oc2c(NC(=O)Nc3ccc4c(c3)OCO4)cccc2C1=O	?	?	-10%
COc1ccc(S(=O)(=O)n2cnc3ccccc32)cc1	-13%	-11%	1%
O=C(C[C@@H]1C[C@H]2c3cc(NC(=O)NC4CCCCC4)ccc3O[C@H]2[C@H](CO)O1)NC1CCCCC1	?	15µM*	.
COc1cccc(C(=O)Nc2ccc(Cl)c(-c3nc4ccccc4[nH]3)c2)c1	?	6.5µM*	1%

Further compounds follow:
SMILES	DT40 TDP1 CPT	TDP1 cell noCPT	KAT2A inh
CCOC(=O)C1CCN(Cc2ccc(OCc3ccccc3)cc2)CC1	-24%	-14%	-5%
COCc1ccc(C(=O)N2CCCC(Nc3ccc4c(c3)OCCO4)C2)o1 (stereo unspecified)	-2%	-8%	-4%
O=C(NCc1cccs1)C1CCCN1S(=O)(=O)c1ccccc1F (stereo unspecified)	-29%	-6%	-6%
CCOc1ccc(S(=O)(=O)N(CC(=O)NC2CCCCC2C)Cc2ccco2)cc1 (stereo unspecified)	15µM*	26µM*	0%
COc1cccc(C(=O)Nc2ccc3c(C)cc(=O)oc3c2)c1	?	2%	-13%
O=c1cc(Nc2ccc3c(c2)OCCO3)[nH]c(=O)n1-c1ccc(Br)cc1	?	?	-1%
COc1cc(C(C#N)N2N=C(c3ccccc3)CC2c2ccccc2)ccc1O (stereo unspecified)	?	-14%	-4%
COc1ccc(C2=NN(CC(=O)NCC(OC)OC)C(=O)CC2)cc1	-2%	-7%	0%
COC(=O)C1C(O)=C(C=Nc2ccccc2)C(=O)CC1(C)C (stereo unspecified)	-20%	22%	-10%
CN(C)CCNC(=S)Nc1ccc(F)c(F)c1F	-23%	-20%	-8%
Cc1ccccc1-c1cc(-n2ccnc2)ncn1	0%	-20%	-1%
Cc1onc(-c2c(Cl)cccc2Cl)c1NC(=O)NNc1c(Cl)cncc1Cl	-3%	-10%	5%
CN(CC(=O)Nc1ccc(OC(F)(F)F)cc1)C1CCCCC1	?	-11%	-5%
C[C@@H]1CN([C@@H](C)CO)S(=O)(=O)c2ccc(Br)cc2O[C@@H]1CN(C)C(=O)C1CC1	-3%	?	.
Cc1sc2nc(CN3CCCC3)nc(NCc3ccncc3)c2c1C	17%	7%	-7%
Cc1cccc(C)c1NC(=O)Nc1nc(CN(C)C)cs1	-7%	-13%	.
CC(=O)c1ccc(NC(=O)Nc2cccc(Cl)c2)cc1	21µM*	?	-3%
O=C(Nn1c(-c2ccccc2)nc2ccccc2c1=O)c1cccs1	-10%	-19%	1%
O=C(N/C=C/n1cnc2cc(C(F)(F)F)ccc21)c1ccccc1F	-15%	0%	-3%

4 entries picked at random from the list so far:
SMILES	DT40 TDP1 CPT	TDP1 cell noCPT	KAT2A inh
CN(C)CCNC(=S)Nc1ccc(F)c(F)c1F	-23%	-20%	-8%
O=c1cc(Nc2ccc3c(c2)OCCO3)[nH]c(=O)n1-c1ccc(Br)cc1	?	?	-1%
O=C(N/C=C/n1cnc2cc(C(F)(F)F)ccc21)c1ccccc1F	-15%	0%	-3%
CCOC(=O)C1CCN(Cc2ccc(OCc3ccccc3)cc2)CC1	-24%	-14%	-5%

This is a subset, so the mix of outcomes need not match the whole.
